ELG1 genotox: inducers of genotoxicity in HEK293T ELG1-luciferase cells. HEK293T ELG1-luciferase reporter, luminescence, 16 h. 1.3% of 330,000 active. Potency, µM (top dose mostly 46 µM), without a hit: top-dose activity change, positive = activation, actives largely listed as activators; note: potency is the fitted concentration of half-maximal effect; % of control where 0% means no effect; nearly all actives have a fitted effect of over 60% in size
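HEK293T cells expressing luciferase-tagged ELG1 were exposed to compound or DMSO vehicle for 16 hr at 37 °C and 5% CO2. Luciferase activity was then measured with ONE-Glo after 30 min at room temperature.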
Menin-MLL TR inh: inhibitors of human menin-MLL interaction, mutant MLL peptide; O00255; Menin + Texas Red MLL mutant peptide, fluorescence polarization; Potency, µM (top dose mostly 61.6 µM), for inactives: at the highest dose FP activity change, negative = inhibition, actives largely listed as inhibitors; 0.23% of 270,000 active; AID 1768; active = well fitted inhibition curve with a large enough effect in the polarisation, with a control signal flat, not every such curve was filed as active; inconclusive = small, poorly fitted or top-dose-only effect, or effect the other way, or a change in a side signal; inactive = no such curve, though single readings can be large or run the other way; the % refers to the polarisation; note: potency is the fitted concentration of half-maximal effect; % of control where 0% means no effect; many of its hits are not listed in these tables
Giardia killer: kills Giardia lamblia; Giardia lamblia trophozoite viability; activity change, % at 7.66 µM, hits read low; 0.15% of 340,000 active; in the data active = activity change below about -80%; inconclusive = between about -30% and that limit;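 note: parasites exposed to compound for two days anaerobically before the ATP read; % is set by controls: 0 for no effect and ±100 for the full control effect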
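Viability, read as ATP luminescence: trophozoites at 100 cells/well, compound added, 48 hrs anaerobic at 37 deg C, then 15-30 min room-temperature development before reading.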
PKM2 activator: increases activity of human pyruvate kinase M2 | 0.34% of 260,000 active | Potency, µM (titrated, usually from 57.5 µM), for the others: top-dose activation, most hits filed as activators | purified PKM2, Kinase-Glo ATP luminescence, activation; response scale: 0% is enzyme alone, no compound; note: potency is the fitted concentration of half-maximal effect; % is set by controls: 0 for no effect and ±100 for the full control effect; nearly all actives have a fitted effect of over 55% in size
Target sequence (P14618 whole entry, looked up): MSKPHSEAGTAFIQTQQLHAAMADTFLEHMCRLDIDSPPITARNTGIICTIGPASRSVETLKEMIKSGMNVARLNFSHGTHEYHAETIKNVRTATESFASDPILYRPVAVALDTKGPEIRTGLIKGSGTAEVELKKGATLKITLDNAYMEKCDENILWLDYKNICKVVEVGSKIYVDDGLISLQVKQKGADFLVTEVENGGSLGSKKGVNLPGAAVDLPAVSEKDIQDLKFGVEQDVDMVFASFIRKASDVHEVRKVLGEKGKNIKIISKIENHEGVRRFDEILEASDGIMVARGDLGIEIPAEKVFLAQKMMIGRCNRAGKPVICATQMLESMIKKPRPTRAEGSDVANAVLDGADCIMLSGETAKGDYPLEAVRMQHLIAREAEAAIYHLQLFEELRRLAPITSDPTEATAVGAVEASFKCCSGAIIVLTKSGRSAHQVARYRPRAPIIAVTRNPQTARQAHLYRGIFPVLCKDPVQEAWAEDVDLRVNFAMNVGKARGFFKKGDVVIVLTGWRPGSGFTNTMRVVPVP
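Purified hPK-M2 (>95% pure) converted ADP (0.1 mM final) to ATP with 0.5 mM PEP in 50 mM imidazole pH7.2, KCl, MgCl2, Tween 20, BSA; 1 h at room temperature. ATP detected by Kinase-Glo luminescence.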
BRCA1 expr up: increases BRCA1 expression; MCF7-BRCA1-FFLuc reporter, luminescence, 48 h; response scale: scaled: vehicle 0%, 10 µM genistein 100%; Potency, µM (top dose mostly 46.1 µM), for inactives: top-dose activation, actives largely listed as activators; 1.1% of 380,000 active; note: potency is the fitted concentration of half-maximal effect; nearly all actives have a fitted effect of over 80% in size; some results filed as inactive show a strong effect at the top dose
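Using MCF7 cells harboring a BRCA1 firefly luciferase reporter, plated 2 h before compound pinning, the screen measured luminescence after 48 h incubation. Responses were normalized to DMSO and 10 microM genistein, then fitted for concentration-effect.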
Rab9 promoter act: activators of Rab9 promoter; Huh7 Rab9 promoter-luciferase reporter, luminescence, 24 h; Potency, µM (series often up to 9.22 µM), for the others: at the highest dose activation, negative = inhibition, actives largely listed as activators; 2.8% of 320,000 active; AID 485297; note: potency is the fitted concentration of half-maximal effect; % of control where 0% means no effect; nearly all actives have a fitted effect of over 60% in size
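Steps: seed 1500 Huh7 Rab9-luc cells per well, rest 2 h at 37 °C; add compound in DMSO; incubate 24 h; add luciferase reagent, 10 min ambient; read luminescence.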
RORgamma inh: blocks mouse ROR gamma transcriptional activity. Potency, µM (top dose mostly 53.6 µM), for inactives: at the highest dose activity change, negative = inhibition, hits mostly inhibitors. AID 2551. Drosophila S2 Gal4-RORgamma UAS-luciferase reporter, 20 h. P51450. 5.4% of 310,000 active; note: potency is the fitted concentration of half-maximal effect; % is set by controls: 0 for no effect and ±100 for the full control effect; nearly all actives have a fitted effect of over 60% in size
Target sequence (P51450 whole entry, looked up, the tested form may be a part): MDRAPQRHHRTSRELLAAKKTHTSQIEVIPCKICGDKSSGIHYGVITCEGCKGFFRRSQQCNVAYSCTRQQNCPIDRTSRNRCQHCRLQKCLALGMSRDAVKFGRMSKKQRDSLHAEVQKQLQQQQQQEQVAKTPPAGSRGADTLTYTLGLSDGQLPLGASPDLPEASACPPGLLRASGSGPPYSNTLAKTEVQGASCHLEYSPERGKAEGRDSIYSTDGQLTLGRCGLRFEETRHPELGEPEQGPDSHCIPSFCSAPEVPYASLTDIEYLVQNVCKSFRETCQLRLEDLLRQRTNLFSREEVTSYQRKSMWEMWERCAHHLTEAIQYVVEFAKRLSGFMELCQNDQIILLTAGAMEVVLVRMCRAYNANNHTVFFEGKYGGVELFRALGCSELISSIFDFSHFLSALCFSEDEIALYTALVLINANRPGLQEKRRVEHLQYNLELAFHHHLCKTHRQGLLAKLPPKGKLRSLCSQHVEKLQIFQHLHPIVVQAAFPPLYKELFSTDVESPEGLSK
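Compounds are pin-transferred onto Drosophila Schneider cells expressing a copper-inducible Gal4–ROR gamma transactivation domain fusion. After 1 hr, copper sulfate is added to 700 uM final; luciferase is read 20 hr later.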
p53 reactivator: mutant p53 re-activation in reporter cells | H1299 p53-A138V BP100-luciferase reporter, luminescence, 24 h | 0.063% of 320,000 active | Potency, µM (titrated, usually from 92.2 µM), for the others: at the top dose activity change, positive = activation, hits mostly activators; note: potency is the fitted concentration of half-maximal effect; % of control where 0% means no effect; nearly all actives have a fitted effect of over 45% in size
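H1299 (p53-null), stable ts p53-A138V + BP100-Luc; 1000 cells/well, Opti-MEM/10% FBS; cpd 4 pt, 1:5; 24 h, 37 deg C, 5% CO2; detection reagent 10 min RT; luminescence.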
NPC1 prom act: activators of NPC1 promoter. Huh7 NPC1 promoter luciferase reporter, 24 h. 2.4% of 320,000 active. Potency, µM (top dose mostly 9.22 µM), inactives show at the highest dose activation, most hits filed as activators. AID 485313;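 note: potency is the fitted concentration of half-maximal effect; % of control where 0% means no effect; nearly all actives have a fitted effect of over 60% in size; reporter is driven by a mutant NPC1 promoter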
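Huh7 cells stably carrying NPC1 promoter–luciferase, plated in Opti-MEM with 10% FBS for 2 h, were exposed to compound in DMSO for 24 h at 37 °C; luciferase reagent was added for 10 min and luminescence read.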
FLuc modulator: firefly luciferase modulation, counter-screen for miR-21 project | P08659 | purified FLuc, Km substrates, luminescence inhibition | Potency, µM (top dose mostly 57.5 µM), without a hit: at the top dose activity change, negative = inhibition, actives largely listed as inhibitors | 6.9% of 360,000 active | AID 588342;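 note: potency is the fitted concentration of half-maximal effect; plate controls were vehicle for no effect and reference inhibitor for full effect; nearly all actives have a fitted effect of over 55% in size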
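Purified P. pyralis luciferase (10nM final) with 10uM D-luciferin and 10uM ATP (Km levels) in 50mM Tris acetate pH 7.5, 10mM Mg acetate, 0.01% Tween-20, 0.05% BSA; qHTS 6-point titration, ~60 µM downward; luminescence read.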
VP16 counter: Gal4-VP16 reporter inhibition counter-screen; AID 2546; Potency, µM (series often up to 53.6 µM), without a hit: top-dose activity, negative = inhibition, usual class: inhibitors; Drosophila S2 Gal4-VP16 UAS-luciferase, luminescence, 20 h; 3.5% of 310,000 active;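 note: Gal4-VP16 expression switched on by copper sulfate through the metallothionein promoter; potency is the fitted concentration of half-maximal effect; % is set by controls: 0 for no effect and ±100 for the full control effect; nearly all actives have a fitted effect of over 50% in size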
* marks the source's active call; other numbers are inactive results; ? = inconclusive; · = not tested or not shown; & = joins results of further samples; [ ] = another dose, or the depositor's remark. Unless noted, calls come from the whole dose curve; as a rule, active = well fitted curve in the direction sought with a large enough effect; inconclusive = small, poorly fitted or top-dose-only effect, or another doubt; inactive = no such curve, though single readings can be large; an effect the other way counts as inactive or inconclusive. Only part of the results is shown. The share of hits here may be higher or lower than overall.

SMILES	ELG1 genotox	Menin-MLL TR inh	Giardia killer	PKM2 activator	BRCA1 expr up	Rab9 promoter act	RORgamma inh	p53 reactivator	NPC1 prom act	FLuc modulator	VP16 counter
COc1ccc(OC(C)C(=O)N(C)Cc2nc(-c3ccc(OC)cc3)no2)cc1 (configuration not stated)	-28%	-17%	-5	2%	-27%	-6%	-2%	1%	-1%	0%	5%
CC(=O)N(CC1CCCO1)c1nnc(-c2ccccn2)s1 (configuration not stated)	?	-1%	11	0%	?	14%	10%	?	16%	-11%	20%
O=C(Nc1ccccc1C(=O)N1CCCCC1)c1cc(F)c(F)cc1Cl	0%	·	21	-18%	1%	-2%	7%	5%	-4%	3%	-3%
COc1cc(C(=O)N2CCN(c3ncnc4sc(C)c(C)c34)CC2)cc(OC)c1OC	-15%	?	-5	-4%	-71%	-24%	?	-14%	-12%	-6%	4µM*
CCCn1c(O)c(N=NC(=O)CNC(=O)c2ccncc2)c2ccccc21	1%	·	-17	·	1%	-7%	-3%	-6%	2%	1%	-9%
COC(=O)c1ccc(NC(=O)C[n+]2ccccc2)cc1	-6%	7%	20	-3%	12%	1%	14%	-6%	3%	-3%	-3%
Cc1cc(-c2n[nH]c(=S)n2/N=C/c2ccc(C)s2)n[nH]1	2%	0%	-5	-14%	4%	1%	-36%	-3%	-3%	6%	-9%
CC1CCN(C(=O)c2ccc(NC(=O)c3ccccc3)cc2)CC1	9%	·	4	2%	4%	26%	-10%	-10%	1%	-20%	5%
Nc1nc(CSc2ncn(-c3ccccc3)n2)cs1	?	-4%	-7	?	?	1.3µM*	?	?	2µM*	11µM*	?
CC(C)(CNC(=O)c1ccc(Br)o1)N1CCOCC1	-1%	·	26	-3%	-4%	-3%	?	11%	0%	-5%	-16%
O=C(CN1CCC(C(=O)c2ccc(F)cc2)CC1)Nc1ccc(F)cc1	-3%	3%	13	10%	-9%	-15%	?	1%	-12%	6%	?
CCC(C)C(NC(=O)C1CCC(C)CC1)C(=O)NCc1ccccn1 (configuration not stated)	1%	5%	-15	-2%	-19%	27%	-3%	-2%	-3%	0%	10%
Cc1cc(C)c2c(CC(=O)N(CCC#N)Cc3cccnc3)coc2c1	0%	-1%	5	0%	-21%	-1%	-13%	-13%	1%	5%	-10%
O=C(Cc1ccc(N2CCNC2=O)cc1)N1CCCC(Nc2ccc(F)c(F)c2)C1 (configuration not stated)	9%	·	-21	-7%	-28%	-13%	12%	-9%	-24%	0%	6%
Cc1ccc(NC(=O)c2c(F)cccc2Cl)cc1S(=O)(=O)N1CCOCC1	-1%	·	-14	·	-7%	-4%	·	-6%	0%	1%	·
Cc1ccc(NC(=O)c2ccc(Cl)c(S(=O)(=O)N3CCCCC3)c2)nc1	-1%	·	-6	·	-17%	-16%	·	13%	-7%	?	·
NC(=O)C1CCN(CC(=O)Nc2ccccc2C(=O)NC2CC2)CC1	2%	·	26	·	15%	2%	·	5%	1%	0%	·
CC(NC(=O)c1ccccc1)C(=O)NC1=NCCS1 (configuration not stated)	0%	-21%	3	0%	2%	-5%	12%	-4%	1%	3%	10%
O=C(OCCNC(=O)c1ccc2ccccc2n1)c1ccc(F)cc1	-3%	3%	21	3%	-2%	-3%	0%	1%	9%	-9%	12%
CC(=O)Oc1ccc(-c2cccc(C(=O)N(C)c3ccc(O)cc3)c2)cc1	6%	6%	-6	1%	3%	-10%	14%	-3%	-6%	?	7%
O=C(CCCSc1nnnn1-c1cccc2ccccc12)c1ccc(F)cc1	-9%	36%[activator]	0	3%	-43%	5%	?	12%	-7%	-6%	-27%
Cc1c(Cc2ccccc2)sc(/N=C/c2c(O)ccc3ccccc23)c1C(N)=O	-11%	?	-27	6%	-77%	-7%	12%[10 µM]	10%	0%	-3%	-20%
CC(=O)c1c(O)cc(O)c(C(C)=O)c1O	-17%	·	17	-4%	-46%	0%	?	0%	-5%	-1%	10µM*
CN=C(C)c1c(O)c2ccccc2oc1=O	?	4%	-3	-1%	41%	25%	-9%	3%	3%	0%	0%
CC(C)(C)n1cnc(C(N)=O)c1N	0%	2%	3	0%	-1%	0%	3%	-3%	-2%	-3%	3%
CCCCOC(=O)c1ccc(NC(=S)NC(=O)c2c(Cl)cnn2C)cc1	0%	-24%	1	-3%	0%	0%	14µM*	-4%	0%	-1%	?
COc1cccc(N2CCN(C(=O)c3ccc(CSc4nc5ccncc5[nH]4)cc3)CC2)c1	-2%	4%	5	-4%	-20%	-10%	-33%	13%	-5%	-1%	-7%
COc1cc2oc(=O)ccc2cc1[C@H](O)[C@@H](O)C(C)(C)O	2%	·	-6	·	0%	0%	·	6%	-3%	-1%	·
CCCN(c1ccc(OCC)cc1)S(=O)(=O)c1ccc2c(c1)CCN2C(=O)CCC(=O)O	1%	11%	-25	-1%	2%	-8%	-40%	1%	-1%	4%	1%
Cc1ccc(CC(=O)Nc2cccc(S(=O)(=O)N3CCOCC3)c2)cc1	-6%	·	-1	8%	-6%	12%	?	-6%	1%	0%	-6%
CCC(=O)c1ccc(OCC(=O)OCC(=O)N(C)CC(=O)Nc2ccc(F)cc2)cc1	-2%	·	-14	·	3%	-2%	·	-2%	0%	-1%	·
O=c1c(OC2OC(CO)C(O)C(O)C2OC2OC(CO)C(O)C(O)C2O)c(-c2ccc(O)cc2)oc2cc(O)cc(O)c12 (configuration not stated)	4%	·	-2	17%	-5%	0%	-28%	1%	-3%	-1%	-10%
CCOC(=O)c1[nH]c2ccccc2c1NC(=O)C1CCCCC1	-3%	0%	17	-16%	-2%	-4%	-10%	2%	-5%	-1%	-17%
NS(=O)(=O)c1ccc(CNS(=O)(=O)c2cc(C(=O)O)ccc2Cl)cc1	-4%	8%	1	-7%	4%	0%	16%	2%	-1%	4%	-7%
O=C(NCC1CCCO1)C1CCN(C(=O)c2ccc(Cl)cc2)CC1 (configuration not stated)	2%	-24%	8	9%	-62%	-19%	-15%	7%	0%	2%	10%
O=C(NCCc1ccc(Cl)cc1)c1cnccn1	16%	6%	16	0%	0%	25%	24%	5%	16%	-18%	-4%
Cc1ccc2nc(Cl)c(C3CC(c4cccs4)=NN3C(=O)CCC(=O)O)cc2c1 (configuration not stated)	6%	-6%	4	-3%	-20%	2%	-5%	-4%	1%	?	4%
CCC(C)Sc1nnc(NC(=O)C2CCN(C(=O)c3ccco3)CC2)s1 (configuration not stated)	1%	-13%	2	·	-15%	2%	32%	-2%	2%	3%	8%
COc1ccc(OC)c(S(=O)(=O)Nc2cc3c4c(c2)C(C)C(=O)N4CCC3)c1 (configuration not stated)	2%	·	-12	·	-24%	0%	·	-3%	-2%	-2%	·
CNC(=O)C1C2C=CC3(O2)C1C(=O)N(CCOC)C3C(=O)NCc1ccc(OC)cc1 (configuration not stated)	0%	-6%	-7	14%	-19%	-4%	28%	3%	5%	-1%	4%
CCc1ccc(-c2nc(CS(=O)CC(=O)NC3CC3)c(C)o2)cc1 (configuration not stated)	2%	-2%	-6	20%[0.46 µM]	0%	-3%	13%	9%	-4%	?	-2%
O=C(CNC(=S)NC(=O)c1ccc(Cl)cc1)c1ccccc1	-3%	?	?	1%	30%	-2%	10µM*	24%	-5%	4%	13µM*
Cc1ccc2[nH]c3c(=O)n(CC(=O)NCCCN4CCN(c5ccc(F)cc5)CC4)ncc3c2c1	-1%[9.26 µM]	-2%	-1	·	10%	1%	-4%	1%	-2%	1%&0%	-13%
CCc1ccc(CN2CCCC(CNC(=O)c3cc(OC)cc(OC)c3)C2)cc1 (configuration not stated)	-1%	-6%	-7	-5%	-10%	0%	-23%	3%	1%	0%	8%
Cc1csc(=Nc2ccccc2)n1C	8%	6%	5	-4%	22%	2%	14%	20%	3%	-18%	6%
CC(/C=N\NC(=O)c1ccc(C)nc1)=C\c1ccccc1	2%	-10%	-6	-1%	31%	-3%	52%	-2%	3%	8.5µM*	-3%
c1csc(C2=Nn3c(nnc3-c3ccncc3)SC2)c1	-8%	?	4	-11%	-20%	9%	10%	-4%	24%	-13%	?
O=C(NN=C1c2ccccc2-c2ccccc21)c1ccccc1	1%	-4%	53[activator]	8%	6%	-5%	-8%	7%	0%	4%	0%
CCCc1n(CC(O)COC2CCCCC2)c2ccccc2[n+]1C (configuration not stated)	-10%	2%	-9	-2%	-14%	-1%	-2%	2%	-5%	3%	-1%

High-throughput results (PubChem)
